PLCb3 inh: human PLC-beta3 inhibitors, primary screen, biochemical, fluorescence | 1-phosphatidylinositol 4,5-bisphosphate phosphodiesterase beta-3 (Homo sapiens), Q01970 | Purified PLC-beta3, fluorogenic substrate | inhibition, % at 12.2 µM | actives 0.18% (n = 370,000); in the data active means inhibition above about 11%;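 further: 0% = median of compound wells on plate and 100% = full blocker control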
DDE Tn7 FP inh: inhibitors of Tn7 peptide binding to fibrin DD(E), primary screen, biochemical, fluorescence polarization, human fibrin, Tn7 probe. Fibrinogen beta chain (Homo sapiens), P02675. FP displacement of FITC-Tn7 peptide from fibrin DD(E); 0% = median of compound wells per plate. inhibition, % at 8.3 µM. actives 0.13% (n = 370,000). AID 720508, 2013;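 active means inhibition above the mean of compounds falling within the control limits plus 3 SD of them, cut at about 14% in these data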;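 further: 0% = plate median of compound wells and 100% = 10 µM Aha-Tn7 peptide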
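assay system = human clot-derived fibrin DD(E) complex | quantity = Fibrin-DD(E) at 2 µM final | timing = 10 min preincubation, 3 h with tracer, room temperature | signal = fluorescence polarization | measure = percent inhibition | benchmarks = high control wells with 10 µM unlabelled Aha-Tn7 peptide (full inhibition) | replicates = singlicate testing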
PLCg1 inh: PLC-gamma1 enzyme inhibitors, primary screen, biochemical, fluorescence, purified enzyme; actives 0.84% (n = 370,000); 1-phosphatidylinositol 4,5-bisphosphate phosphodiesterase gamma-1 (Homo sapiens), P19174; fluorogenic substrate; inhibition, % at 12.2 µM; in the data active means inhibition above about 9.5%
ARFGAP1 inh: inhibitors of rat ARFGAP1 GAP activity, primary screen, biochemical, fluorescence polarization, GDP tracer; ADP-ribosylation factor GTPase-activating protein 1 (Rattus norvegicus), Q62848; Arfgap1-stimulated ARF1 GTP hydrolysis, GDP FP detection; inhibition, % at 16.5 µM; actives 0.26% (n = 360,000); AID 651572, 2012;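 active means inhibition above a per-plate limit, mean inhibition of low control wells plus 3 SD, cut at about 25% in these data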;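 further: 0% = DMSO wells with enzyme and 100% = wells lacking Arfgap1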
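Material: truncated rat Arfgap1 GAP domain; Incubation: compound-enzyme preincubation 20 min, reaction 120 min, detection 60 min, 25 °C; Read-out: percent inhibition of Arfgap1-stimulated GTP hydrolysis; Technique: FP, GDP Alexa 633 tracer displaced from anti-GDP antibody, 620/688 nm; Controls: No-Arfgap1 wells (100%) versus DMSO full-reaction wells (0%); Replication: single well per compound.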
UHRF1 binding: UHRF1 methylated DNA binding inhibitors, primary screen, counter-screen for MBD2 inhibitor project, biochemical, TR-FRET, human UHRF1, single concentration | actives 0.75% (n = 370,000) | inhibition, % at 4.4 µM | E3 ubiquitin-protein ligase UHRF1 (Homo sapiens), Q96T88 | UHRF1 binding to methylated oligo | AID 687016, 2013; in the data active means inhibition above about 21%;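 further: UHRF1 SRA domain binding a hemimethylated CpG hairpin DNA probe; 0% = median of test compound wells and 100% = reference inhibitor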
Target sequence (Q96T88 whole entry, looked up, the tested form may be a part): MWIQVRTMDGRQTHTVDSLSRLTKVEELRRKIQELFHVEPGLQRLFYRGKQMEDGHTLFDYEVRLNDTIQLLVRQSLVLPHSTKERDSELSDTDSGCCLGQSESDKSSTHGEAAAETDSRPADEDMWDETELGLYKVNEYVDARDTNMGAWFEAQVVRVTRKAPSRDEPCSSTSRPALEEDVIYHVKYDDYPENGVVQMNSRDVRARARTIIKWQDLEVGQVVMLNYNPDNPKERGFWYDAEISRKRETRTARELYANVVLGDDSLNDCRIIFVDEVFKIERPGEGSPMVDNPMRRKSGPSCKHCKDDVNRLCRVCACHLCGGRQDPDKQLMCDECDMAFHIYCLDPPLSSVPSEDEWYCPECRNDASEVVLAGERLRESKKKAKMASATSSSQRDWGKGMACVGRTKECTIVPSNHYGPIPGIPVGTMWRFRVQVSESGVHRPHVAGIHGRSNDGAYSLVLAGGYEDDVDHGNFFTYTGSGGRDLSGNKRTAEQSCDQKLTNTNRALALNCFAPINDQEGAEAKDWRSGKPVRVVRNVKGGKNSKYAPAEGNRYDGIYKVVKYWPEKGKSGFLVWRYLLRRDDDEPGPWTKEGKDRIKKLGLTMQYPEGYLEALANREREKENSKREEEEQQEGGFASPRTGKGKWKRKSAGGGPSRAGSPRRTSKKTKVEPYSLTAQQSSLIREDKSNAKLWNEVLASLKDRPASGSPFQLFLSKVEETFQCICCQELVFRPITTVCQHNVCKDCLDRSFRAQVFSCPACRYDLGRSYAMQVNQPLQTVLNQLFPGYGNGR
ASAP1 GAP inh: inhibitors of human ASAP1 ArfGAP activity, primary screen, biochemical, fluorescence polarization | ASAP1-stimulated ARF1 GTP hydrolysis, GDP FP detection | inhibition, % at 16.5 µM | actives 0.19% (n = 360,000) | AID 624377, 2012; in the data active means inhibition above about 25%;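 further: 0% = vehicle with enzyme and substrate and 100% = no enzyme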
proKLK7 act: proKLK7 zymogen activators, primary screen, biochemical, fluorescence intensity; purified proKLK7, EDANS-DABCYL substrate fluorescence; 100% is mature enzyme control, 0% vehicle; activation, % at 7 µM; actives 0.9% (n = 370,000); AID 652039, 2013;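 active means activation above the mean of all tested compounds plus 3 SD, computed per campaign excluding outliers beyond control limits, cut at about 13% in these data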
Target sequence (P49862 whole entry, looked up): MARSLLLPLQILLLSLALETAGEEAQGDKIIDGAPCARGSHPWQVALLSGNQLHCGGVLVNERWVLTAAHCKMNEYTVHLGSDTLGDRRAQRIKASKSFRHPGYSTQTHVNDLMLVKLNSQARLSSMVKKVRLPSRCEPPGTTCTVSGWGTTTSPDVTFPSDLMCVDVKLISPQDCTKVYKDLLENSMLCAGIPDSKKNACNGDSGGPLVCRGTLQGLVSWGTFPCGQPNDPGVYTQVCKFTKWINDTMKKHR
ADAM17 inh: ADAM17 inhibitors, primary screen, biochemical, QFRET | recombinant ADAM17, EDANS/DABCYL FRET peptide cleavage | AID 720648, 2013 | inhibition, % at 6.95 µM | actives 0.83% (n = 370,000) | Disintegrin and metalloproteinase domain-containing protein 17 (Homo sapiens), P78536;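 active means inhibition above the mean of compounds lying between control limits plus 3 SD, set per campaign, cut at about 8.5% in these data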;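 further: 0% = DMSO-only wells as the low control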
MBD2 inh: inhibitors of MBD2 binding to methylated DNA, primary screen, biochemical, TR-FRET, DNA-binding domain, human | MBD2 binding to methylated oligonucleotide | actives 0.31% (n = 370,000) | Methyl-CpG-binding domain protein 2 (Homo sapiens), Q9UBB5 | inhibition, % at 4.4 µM; in the data active means inhibition above about 13%
DDE Tn6 FP inh: inhibitors of Tn6 peptide binding to fibrin DD(E), primary screen, biochemical, fluorescence polarization, human fibrin, Tn6 probe | inhibition, % at 8.3 µM | actives 0.21% (n = 370,000) | Fibrinogen beta chain (Homo sapiens), P02675 | Fibrin DD(E) TRITC-Tn6 fluorescence polarization displacement;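 active means inhibition above a per-campaign cutoff: mean of compounds within control limits plus 3 SD, cut at about 15% in these data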;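 further: 0% = median of all compound wells on the plate and 100% = blocking peptide control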
The depositor's hits bear a star.

1) CCC(=O)NC(=S)Nc1cccc(NC(=O)CC)c1
2) CCOCCCNC(=O)c1ccc(CS(=O)(=O)Cc2cccc(C)c2)o1
3) COc1cc(SC)ccc1C(=O)OC1CCOC1=O (stereo unspecified)
4) O=Cc1c[nH]c2ccc(C(=O)c3ccccc3)cc12
5) Nc1cc(N)nc(SCC(=O)N2CCCCC2)n1
Screen / compound no.	1	2	3	4	5
PLCb3 inh	1	5	2	-5	1
DDE Tn7 FP inh	5	-5	-5	-6	-2
PLCg1 inh	1	3	1	0	-1
ARFGAP1 inh	-13	8	-3	-2	-3
UHRF1 binding	0	-4	-1	-1	2
ASAP1 GAP inh	-6	5	-6	4	-3
proKLK7 act	-0.6	0.5	0.7	-0.3	0.0
ADAM17 inh	-7	0	-1	1	-5
MBD2 inh	1	-1	0	-4	0
DDE Tn6 FP inh	0	5	-1	1	2

6) CCCC1=Nc2cc(C(=O)NCCN3CCOCC3)ccc2Sc2ccc(C)cc21
7) O=C(O)CSc1nnc(C2CC2)n1-c1ccccc1
8) CCOC(=O)c1c(C)nsc1NC(=O)C1(C)CCN1C(=O)CC (stereo unspecified)
9) CCn1c(C)nc2cc(C(=O)N3N=C(CCOC)CC3(O)C(F)(F)F)ccc21 (stereo unspecified)
10) COc1cc(CNC(C)(C)CO)ccc1OCC(=O)Nc1ccc(Br)cc1
Screen / compound no.	6	7	8	9	10
PLCb3 inh	-5	2	2	-5	3
DDE Tn7 FP inh	0	9	2	-6	-4
PLCg1 inh	4	1	2	3	5
ARFGAP1 inh	1	1	-4	9	22
UHRF1 binding	3	-3	-1	2	-1
ASAP1 GAP inh	-1	-10	-8	8	-10
proKLK7 act	0.3	0.0	0.0	-0.3	-0.6
ADAM17 inh	-4	-4	1	0	1
MBD2 inh	3	-4	1	0	1
DDE Tn6 FP inh	6	5	6	0	6

11) CCOC(=O)c1ccccc1NCN1C(=O)CSC1=O
12) COc1ccc(-c2csc(NC(=O)c3ccc(S(=O)(=O)N4CCc5ccccc5C4)cc3)n2)c(OC)c1
13) CCOC(=O)c1ccc(NC(=O)CNC(=O)c2ccccc2)cc1
14) COc1cccc(CNC[C@H]2O[C@@H](n3ccc(N)nc3=O)[C@H](O)[C@@H]2O)c1OCc1ccc(F)cc1Cl
15) CC(C(=O)N1CCCc2ccccc21)N1C(=O)c2ccccc2C1=O (stereo unspecified)
Screen / compound no.	11	12	13	14	15
PLCb3 inh	2	-41	0	-3	1
DDE Tn7 FP inh	0	-2	-2	5	-3
PLCg1 inh	5	-34	0	1	2
ARFGAP1 inh	4	6	-5	1	4
UHRF1 binding	2	0	-2	-3	3
ASAP1 GAP inh	16	2	-3	7	12
proKLK7 act	-1.6	55*	0.9	-0.2	-0.4
ADAM17 inh	1	0	0	-1	1
MBD2 inh	-1	-3	-1	-3	0
DDE Tn6 FP inh	-8	-3	7	0	0

16) CCOC(=O)C1=CCN(S(=O)(=O)c2ccccc2C)C1c1ccc(Cl)c(Cl)c1 (stereo unspecified)
17) Fc1ccc(Oc2cnc3ccccc3n2)cc1
18) Cc1cc(C(=O)OCC(=O)N2CCC(C)CC2)c2ccccc2n1
19) CCC(CC)n1c(C)cc(=O)n1C(CC)CC
20) Cc1ccc(N=C2CCCN2Cc2ccccc2)c(C#N)c1
Screen / compound no.	16	17	18	19	20
PLCb3 inh	-1	1	-9	4	0
DDE Tn7 FP inh	0	5	-6	-5	3
PLCg1 inh	7	0	-4	3	-1
ARFGAP1 inh	8	-8	8	6	5
UHRF1 binding	0	1	2	0	-2
ASAP1 GAP inh	-5	-19	0	-6	2
proKLK7 act	1.0	-0.7	0.1	-0.1	0.8
ADAM17 inh	13*	2	-5	-3	0
MBD2 inh	-4	3	-2	-2	-4
DDE Tn6 FP inh	-1	-3	1	-3	4

21) CC1CCCC(NC(=O)COC(=O)/C=C/c2ccc(S(=O)(=O)N3CCOCC3)cc2)C1C (stereo unspecified)
22) O=C(COC(=O)c1ccc(Cl)nc1)Nc1ccc(N2CCCCC2)cc1
23) CCC(=O)Nc1cccc(C2=NOC3(C2)C[C@@H](C(N)=O)N(C(=O)c2cc([N+](=O)[O-])cc([N+](=O)[O-])c2C)C3)c1 (stereo partly specified)
24) NC(=O)c1ccc(-n2nnnc2SCC(=O)Nc2ccccc2)cc1
25) CC(CC(=O)NCCc1ccc(Cl)cc1)S(=O)(=O)c1ccc2c(c1)NC(=O)CO2 (stereo unspecified)
Screen / compound no.	21	22	23	24	25
PLCb3 inh	-9	-6	6	3	-1
DDE Tn7 FP inh	0	-5	-4	3	-1
PLCg1 inh	1	-5	4	2	2
ARFGAP1 inh	7	3	12	1	-11
UHRF1 binding	1	-1	0	1	-3
ASAP1 GAP inh	4	-9	-8	1	-5
proKLK7 act	0.8	0.1	0.2	0.1	0.5
ADAM17 inh	-6	-2	8	3	-1
MBD2 inh	1	-2	0	-6	0
DDE Tn6 FP inh	-2	4	-3	1	-1

26) Cc1ccn(CC(=O)N2CCCC(N3CCN(Cc4ccc5c(c4)OCO5)CC3)C2)n1 (stereo unspecified)
27) CCc1nc2c(OCc3ccc(C#N)cc3)cccn2c1N(C)C(=O)c1ccc(C)cc1
28) CCCCn1c(CNC(=O)C23CC4CC(CC(C4)C2)C3)nnc1SC(C)CC (stereo unspecified)
29) CC1(c2ccc(OC(F)F)cc2)NC(=O)N(/N=C/c2c(O)ccc3ccccc23)C1=O (stereo unspecified)
30) COc1ccc(OC)c(CNS(=O)(=O)c2cc(-c3cc(C)no3)ccc2OC)c1
Screen / compound no.	26	27	28	29	30
PLCb3 inh	-10	3	5	-5	-6
DDE Tn7 FP inh	2	2	-11	4	-2
PLCg1 inh	2	-1	2	0	-2
ARFGAP1 inh	-4	1	-12	4	-1
UHRF1 binding	0	0	-2	-1	-4
ASAP1 GAP inh	0	-7	-2	6	-17
proKLK7 act	0.3	0.2	0.1	-0.7	0.1
ADAM17 inh	-6	-2	4	-6	-2
MBD2 inh	5	2	3	-11	-2
DDE Tn6 FP inh	1	0	6	4	11

At a glance, part of the list above:
24) NC(=O)c1ccc(-n2nnnc2SCC(=O)Nc2ccccc2)cc1
25) CC(CC(=O)NCCc1ccc(Cl)cc1)S(=O)(=O)c1ccc2c(c1)NC(=O)CO2 (stereo unspecified)
26) Cc1ccn(CC(=O)N2CCCC(N3CCN(Cc4ccc5c(c4)OCO5)CC3)C2)n1 (stereo unspecified)
27) CCc1nc2c(OCc3ccc(C#N)cc3)cccn2c1N(C)C(=O)c1ccc(C)cc1
28) CCCCn1c(CNC(=O)C23CC4CC(CC(C4)C2)C3)nnc1SC(C)CC (stereo unspecified)
29) CC1(c2ccc(OC(F)F)cc2)NC(=O)N(/N=C/c2c(O)ccc3ccccc23)C1=O (stereo unspecified)
Screen / compound no.	24	25	26	27	28	29
PLCb3 inh	3	-1	-10	3	5	-5
DDE Tn7 FP inh	3	-1	2	2	-11	4
PLCg1 inh	2	2	2	-1	2	0
ARFGAP1 inh	1	-11	-4	1	-12	4
UHRF1 binding	1	-3	0	0	-2	-1
ASAP1 GAP inh	1	-5	0	-7	-2	6
proKLK7 act	0.1	0.5	0.3	0.2	0.1	-0.7
ADAM17 inh	3	-1	-6	-2	4	-6
MBD2 inh	-6	0	5	2	3	-11
DDE Tn6 FP inh	1	-1	1	0	6	4

(more compounds)
31) CC(C)(C)c1ccc(CC(=O)N2CCC2(C)C(=O)Nc2ccc3[nH]ncc3c2)cc1 (stereo unspecified)
32) COc1ccc2cc(C(=O)NCC3CCCO3)[nH]c2c1 (stereo unspecified)
33) O=C(N1CCN(Cc2ccccc2)CC1)C(Cl)(Cl)Cl
34) Cc1c(N)c(=O)n(-c2ccccc2)n1C
35) O=C(C1CCC1)N1CCc2cc(S(=O)(=O)NCC3COc4ccccc4O3)ccc21 (stereo unspecified)
Screen / compound no.	31	32	33	34	35
PLCb3 inh	2	-8	3	-9	-6
DDE Tn7 FP inh	5	3	0	8	7
PLCg1 inh	2	-4	-1	-9	-2
ARFGAP1 inh	-18	-2	4	-2	-7
UHRF1 binding	0	1	-1	-2	14
ASAP1 GAP inh	-13	2	-4	1	-3
proKLK7 act	0.8	0.2	0.5	1.3	-0.1
ADAM17 inh	3	-6	-1	-5	2
MBD2 inh	-7	0	-3	1	-5
DDE Tn6 FP inh	10	6	2	6	-2

36) O=C(CSCc1ccc([N+](=O)[O-])cc1)NC1CC1
37) CC(C)(C)SCCNC(=O)c1cccc([N+](=O)[O-])c1
38) CCCOc1ccc(OC(=O)Cc2ccc(OC)c(S(=O)(=O)N3CCOCC3)c2)cc1
39) COc1ccc(CNc2nc(NCc3ccc(OC)cc3)n(C(=O)c3ccncc3)n2)cc1
40) CC(C)NC(=O)CC(=O)NN=C1CCCCC1
41) CCOc1ccc2nc(SCc3ccc(OC)cc3)sc2c1
42) COC(=O)C(=C/C(C)=C/c1cccnc1)C(=O)OC
Screen / compound no.	36	37	38	39	40	41	42
PLCb3 inh	4	0	2	-7	-5	0	-1
DDE Tn7 FP inh	3	-2	0	0	-7	0	1
PLCg1 inh	-16	6	2	2	9	-2	3
ARFGAP1 inh	-4	-2	4	8	-4	13	3
UHRF1 binding	-2	6	-3	5	-3	0	16
ASAP1 GAP inh	-12	0	9	-5	8	10	2
proKLK7 act	-0.6	0.3	-0.2	0.2	-0.3	0.0	-1.0
ADAM17 inh	-2	-3	0	-4	1	6	0
MBD2 inh	-9	4	3	2	-4	1	2
DDE Tn6 FP inh	-4	7	-1	-3	-6	5	5

Screening data (PubChem)
